# Caspase-7 inhib: allosteric or competitive inhibitors of human caspase-7 | P55210 | recombinant caspase-7, Ac-DEVD-AFC fluorescence rate | Potency, µM (titrated, usually from 57.5 µM), for inactives: at the top dose activity change, negative = inhibition, most hits filed as inhibitors | hit rate 0.02% among 75,000; active means well fitted inhibition curve with a large enough effect in the main read-out, with a control signal flat, not every such curve was filed as active; inconclusive means small, poorly fitted or top-dose-only effect, or a change in a side signal; further: potency means the concentration at half of the fitted maximal effect; % of control where 0% means no effect
# HEK293 cAMP cs: raises cAMP in parental HEK293 cells, TSHR agonist counter-screen; Potency, µM (doses to about 57.1 µM), for the others: top-dose activation, usual class: activators; AID 938; parental HEK293 CNG cAMP sensor, membrane potential fluorescence; hit rate 2.5% among 73,000; further: potency means the concentration at half of the fitted maximal effect; % of control where 0% means no effect; nearly all actives have a fitted effect of over 55% in size
#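 Parental HEK 293 cells stably expressing a modified CNG channel (no TSHR) report cAMP rise as membrane depolarization. Membrane potential dye with 100 uM RO 20-1724 was loaded for 60 min at room temperature, then compound added for 30 min; fluorescence read at 590 nm.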
# BRCT PPI green: blocks human BRCA1 BRCT binding to phosphopeptide, green readout; P38398; BRCA1 BRCT-phosphopeptide binding, green fluorescence polarization; Potency, µM (highest dose often 76.9 µM), for the others: at the highest dose activity change, negative = inhibition, usual class: inhibitors; hit rate 0.05% among 75,000; AID 875;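 further: potency means the concentration at half of the fitted maximal effect; plate controls were peptide without protein for full effect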
#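 Compounds were incubated for 12 min at room temperature with a complex of 100 nM fluorescein-tagged pBACH1 decapeptide and 250 nM His-tagged BRCT protein. Buffer was phosphate pH 7.3 with EDTA, DTT and Tween 20. Disruption of binding lowers the polarization signal.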
# Casp1 inh: blocks human caspase-1 allosterically or competitively. P29466. Caspase-1 enzyme, Ac-WEHD-AFC fluorogenic rate. Potency, µM (doses to about 57.5 µM), inactives show top-dose activity change, negative = inhibition, most hits filed as inhibitors. hit rate 0.03% among 75,000. AID 900;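 further: potency means the concentration at half of the fitted maximal effect; plate controls were vehicle for no effect and no substrate for full effect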
# Target sequence (P29466 120-297 limits assumed): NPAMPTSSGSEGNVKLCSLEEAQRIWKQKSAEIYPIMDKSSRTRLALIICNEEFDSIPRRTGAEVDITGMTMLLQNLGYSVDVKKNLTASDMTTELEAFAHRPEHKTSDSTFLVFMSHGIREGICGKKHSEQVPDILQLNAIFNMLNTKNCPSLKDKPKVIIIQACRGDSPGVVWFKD
# Target sequence (P29466 317-404 limits assumed): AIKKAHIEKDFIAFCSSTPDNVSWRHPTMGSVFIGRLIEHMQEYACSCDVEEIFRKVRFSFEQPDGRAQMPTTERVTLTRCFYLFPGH
# 4MU fluor: compounds fluorescent in 4-MU spectral region; compound autofluorescence, 340/450 nm, 4-MU equivalents; stronger effect = higher value; max dye-equivalent concentration, M; hit rate 11% among 59,000; AID 589; in the data active means max dye-equivalent concentration above about 10 nM; inconclusive means mostly about 1.1 nM to 9.6 nM
#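 Compounds in 100 mM Tris, pH 8.0, sat 15 min at room temperature before fluorescence was read at 340 nm excitation/450 nm emission; a per-plate six-point 4-MU standard curve converted signals to dye-equivalent concentration at each compound concentration.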
# USP2a inh: inhibitors of human ubiquitin-specific protease USP2a; O75604; USP2a enzymatic assay, qHTS inhibition; Potency, µM (titrated, usually from 38.3 µM), for the others: top-dose activity change, negative = inhibition, most hits filed as inhibitors; hit rate 0.1% among 60,000; AID 927;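 further: potency means the concentration at half of the fitted maximal effect; nearly all actives have a fitted effect of over 60% in size; plate controls were DMSO for no effect and NEM full inhibition control for full effect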
# Target sequence (O75604 whole entry, looked up): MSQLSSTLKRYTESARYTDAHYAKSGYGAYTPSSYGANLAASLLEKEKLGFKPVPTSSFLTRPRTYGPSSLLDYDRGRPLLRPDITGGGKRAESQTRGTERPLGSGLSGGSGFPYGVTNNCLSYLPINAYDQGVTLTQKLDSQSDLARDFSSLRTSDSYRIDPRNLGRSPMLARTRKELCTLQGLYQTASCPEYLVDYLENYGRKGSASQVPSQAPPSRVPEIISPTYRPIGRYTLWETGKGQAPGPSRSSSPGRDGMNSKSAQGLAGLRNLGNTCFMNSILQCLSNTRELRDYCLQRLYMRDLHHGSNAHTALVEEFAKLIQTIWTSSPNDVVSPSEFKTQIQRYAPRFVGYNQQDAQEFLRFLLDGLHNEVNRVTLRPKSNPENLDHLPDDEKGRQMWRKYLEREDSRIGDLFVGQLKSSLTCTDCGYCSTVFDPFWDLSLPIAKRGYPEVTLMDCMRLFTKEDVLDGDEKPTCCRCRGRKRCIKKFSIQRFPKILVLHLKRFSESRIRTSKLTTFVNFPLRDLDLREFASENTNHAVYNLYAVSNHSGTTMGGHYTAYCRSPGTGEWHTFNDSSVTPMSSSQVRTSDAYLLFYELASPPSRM
#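 Coupled readout: USP2-cleaved Ub-PLA2 (20nM final) turns over NBD C6-HPC (20uM final), Ex 460nm/Em 535nm after 2.5 h, time-zero read flagging artifacts. Enzyme (20nM final, pH 8.0 Tris) given 30 min RT with compound first; NEM defines full inhibition.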
# BRCT inh red: disrupts BRCA1 BRCT binding to phosphoprotein, red fluorophore readout; P38398; BRCT-phosphopeptide binding, red fluorescence polarization; Potency, µM (doses to about 76.9 µM), for the others: at the top dose activity change, negative = inhibition, actives largely listed as inhibitors; hit rate 0.03% among 75,000; AID 892; further: on the % scale 0 is the no-effect control and ±100 the full control effect
#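 Rhodamine-labelled pBACH1 10-mer (100 nM) bound to BRCT domain (100 nM) at pH 7.3; compounds incubated 12 min room temperature, polarization read. Free peptide defines full inhibition; unlabelled decapeptide titrated as control.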
# GFP derepression: derepresses silenced GFP locus in mouse C127i cells; mouse C127i GFP locus derepression, cytometry, 30 h; Potency, µM (top dose mostly 46.1 µM), for the others: top-dose GFP derepression (activation); hit rate 0.09% among 68,000; further: % of control where 0% means no effect
#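 Locus derepression in mouse mammary C127i cells whose integrated CMV-GFP reporter is normally silent; GFP expression after 30 h compound treatment was quantified by counting fluorescent cells.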
# A350 autofl: A350 region autofluorescence | Compound autofluorescence, 340/450 nm, Alexa 350 dye-equivalents; stronger effect = higher value | max dye-equivalent concentration, M | hit rate 11% among 59,000 | AID 590; in the data active means max dye-equivalent concentration above about 10 nM; inconclusive means mostly about 1.1 nM to 9.6 nM
# Ub-GFP proteasome: proteasome inhibitors stabilizing ubiquitin-GFP reporter; 67,000 tested, under 10 active; Potency, µM (titrated, usually from 45.9 µM), for the others: top-dose activation (GFP accumulation), actives largely listed as activators; Ubiquitin-GFP reporter cells, proteasome inhibition, GFP fluorescence; response scale: untreated = 0%, 10 µM MG-132 = 100%; AID 526; active means well fitted activation curve with a large enough effect, not every such curve was filed as active; inconclusive means small, poorly fitted or top-dose-only effect, or another doubt; inactive means no such curve, though single readings can be large or run the other way; further: potency means the concentration at half of the fitted maximal effect
#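 Proteasome blockade was scored as a rise in GFP-expressing U2OS cells carrying a ubiquitin(G76V)-GFP construct, imaged after 4 hr compound treatment at 37 °C across a 46 uM–2.9 nM series.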
# Fluorescein fluor: compound autofluorescence in fluorescein spectral region; max fluorescein-equivalent concentration, M; hit rate 0.91% among 59,000; Compound autofluorescence, 480/540 nm, fluorescein-equivalent; stronger effect = higher value; in the data active means max fluorescein-equivalent concentration above about 10 nM; inconclusive means between about 1.1 nM and that limit
#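 Compounds (23 nL) in 100 mM Tris pH 8.0, 15 min at room temperature, then fluorescence read at 480 nm excitation/540 nm emission. Signal converted to fluorescein-equivalent concentration from an on-plate fluorescein standard curve.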
# * = called active by the depositor; i = inactive; ? = inconclusive; . = not tested or not shown; [ ] = another dose, or the depositor's remark. Unless noted, the call rests on the fitted dose curve; in most records, active means well fitted curve in the direction sought with a large enough effect; inconclusive means small, poorly fitted or top-dose-only effect, or another doubt; inactive means no such curve, though single readings can be large; an effect the other way counts as inactive or inconclusive. This is a subset; rates above refer to the full screens.
No.	smiles	Caspase-7 inhib	HEK293 cAMP cs	BRCT PPI green	Casp1 inh	4MU fluor	USP2a inh	BRCT inh red	GFP derepression	A350 autofl	Ub-GFP proteasome	Fluorescein fluor
1	O=C(O)[C@@H](O)Cc1ccccn1	0.1%[11.5 µM]	4.7%[11.4 µM]	0.5%[15.4 µM]	4.5%[11.5 µM]	i	.	-1.1%[15.4 µM]	0.1%[9.22 µM]	i	-0.6%[9.17 µM]	?
2	Cc1ccc(CSc2nnc(-c3ccc(S(=O)(=O)N4CCCC4)cc3)o2)cc1	0.4%	?	-2.3%	1.8%	i	.	-0.3%	3.4%	i	2.2%	i
3	CCC(CC)C(=O)Nc1c2cnn(-c3ccccc3)c2nc(=O)n1-c1ccccc1	-0.5%	2.8%	-2.0%	0.1%	?	-3.2%	0.7%	1.2%	?	0.0%	i
4	CCOC(=O)c1c(N)n[nH]c1-c1ccc(OC)cc1	-1.5%	0.5%	0.3%	1.2%	i	-4.0%	-1.4%	1.6%	i	-1.3%	i
5	c1ccc(CCc2ccccc2-c2nc(-c3cccnc3)no2)cc1	-0.3%	?	-0.9%	-1.6%	i	-10.1%	0.3%	-2.7%	i	10.0%	i
6	COc1ccc(CC(=O)NCc2ccccn2)cc1OC	-1.1%	0.1%	0.8%	-1.0%	i	8.8%	-2.6%	-2.1%	i	.	?
7	COc1ccc(S(=O)(=O)Cc2ccc(C(=O)NC(C)C)o2)cc1	-0.9%	0.9%	0.0%	-0.3%	.	.	-1.3%	3.4%	.	-4.9%	.
8	N#Cc1nc(COc2ccccc2Cl)oc1N1CCCCCC1	-3.7%	?	-1.6%	-2.4%	.	.	-2.0%	-2.3%	.	-6.2%	.
9	C[N+](C)(C)CCN[N@@+]1(C)CCCc2ccccc21	-1.9%[11.5 µM]	1.4%[11.4 µM]	-3.7%[15.4 µM]	3.7%[11.5 µM]	i	.	0.9%[15.4 µM]	-2.3%[9.22 µM]	i	-1.9%[9.17 µM]	i
10	COc1ccc(N(CC(=O)NCC2CCCO2)S(=O)(=O)c2c(C)noc2C)cc1 (stereo not drawn)	-2.0%	0.6%	0.0%	2.0%	i	17.2%	-0.7%	0.0%	i	6.4%	i
11	c1ccn2cc(CSc3nnc4ccccn34)nc2c1	0.6%	-1.1%	-2.3%	1.5%	i	-2.3%	-0.4%	1.0%	i	-3.2%	i
12	c1ccc(SCCSc2ccccc2)cc1	-1.9%	72.5%	-0.1%	-3.2%	.	.	1.0%	.	.	.	.
13	Cc1cccc(CN2CCN(CC(=O)NCCCN3CCCC3=O)C2=O)c1	0.6%	10.0%	-2.5%	1.9%	i	1.8%	-3.8%	0.2%	i	5.0%	i
14	C=CCn1c(COc2cccc(C)c2)nnc1SCC(=O)NC(=O)NCc1ccco1	-10.1%	23.2%	-2.5%	-1.6%	i	34.4%[activator]	-0.6%	-0.6%	i	-4.3%	i
15	COc1cccc(C(c2nnnn2CCc2ccccc2)N2CCN(c3ccccc3)CC2)c1OC (stereo not drawn)	-1.5%	7.94µM*	0.4%	-2.1%	i	111.4%[activator]	0.1%	1.9%	i	-3.3%	i
16	CCN(CC)C(=O)CN1C(=O)C2(OCC(C)(c3ccccc3)CO2)c2ccccc21 (stereo not drawn)	1.4%	2.5%	-1.7%	0.3%	i	-1.4%	-0.3%	-0.4%	?	6.7%	i
17	COc1ccc(S(=O)(=O)N2CN(Cc3ccco3)c3nc4ccccc4nc32)cc1	-8.2%	?	13.1%	-9.5%	4.31e-08M*	46.2%[activator]	-0.8%	0.5%	5.53e-08M*	.	?
18	CC(C)C(c1nnnn1Cc1ccc(F)cc1)N1CCN(Cc2ccc3c(c2)OCO3)CC1 (stereo not drawn)	4.9%	6.5%	0.9%	0.3%	i	14.4%	-1.0%	-1.0%	?	-2.5%	i
19	N#Cc1nc(-c2cccs2)oc1N1CCN(Cc2ccccc2)CC1	-1.2%	?	-0.3%	-2.3%	1.69e-07M*	-8.2%	-0.2%	0.0%	1.36e-07M*	1.0%	i
20	CCC(C)(NC(=O)c1ccccn1)C(=O)NC1CCCCC1 (stereo not drawn)	0.0%	4.7%	-1.6%	1.0%	i	8.1%	0.2%	1.4%	i	-0.3%	i
21	NC1=C2NC=N[C@@H]2N(C/C=C\c2ccccc2)C=N1	-0.2%[11.5 µM]	-2.8%[11.4 µM]	-0.9%[15.4 µM]	-0.7%[11.5 µM]	i	.	-3.4%[15.4 µM]	-1.1%[9.22 µM]	i	-1.3%[9.17 µM]	i
22	Cn1c(CSc2ccccc2)c(C#N)c2ccccc21	-2.6%	25.1µM*	1.5%	-1.0%	i	-4.9%	-1.0%	0.0%	i	5.9%	i
23	COc1ccc(C2CC(=O)c3cnc(N)nc3C2)c(OC)c1 (stereo not drawn)	1.5%	17.2%	-1.4%	-2.4%	i	-10.3%	1.1%	2.1%	i	2.6%	?
24	COC(=O)[C@@H]1CC[C@H](C)[C@@H](c2ccc(C)cc2)N1C(=O)c1ccc(/C=N\O[C@@H](C)c2cn([C@H]3COC[C@H]3O)nn2)cc1	-1.3%[11.5 µM]	1.2%[11.4 µM]	-1.3%[15.4 µM]	-0.2%[11.5 µM]	.	.	-2.8%[15.4 µM]	.	.	.	.
25	Cc1csc(NC(=O)c2c(O)c3cccc4c3n(c2=O)CCC4)n1	-0.8%	2.6%	-2.7%	0.6%	i	-10.0%	0.6%	-1.2%	i	-2.0%	?
26	O=C(O)c1cccc2c1C(=O)N(Cc1ccncc1)C2	0.0%	0.1%	-1.3%	-1.3%	i	-0.3%	-0.6%	0.0%	i	12.9%	?
27	CCC(=O)Nc1ccc2c(c1)ncn2-c1ccccc1OC	-0.2%	-2.2%	-2.7%	-2.5%	i	1.7%	-0.2%	2.6%	?	.	i
28	CC1CN(c2nc3ccccc3nc2C(C#N)C(=O)OC2CCCCC2)CC(C)O1 (stereo not drawn)	-9.4%	29.4%	-0.1%	-9.2%	i	9.5%	-0.6%	-2.1%	?	.	?
29	CC(C)Oc1ccc(-c2nn(-c3ccccc3)cc2/C=c2\sc3ncnn3c2=O)cc1	0.0%	?	-1.8%	1.5%	i	1.0%	-3.5%	0.0%	?	-1.8%	?
30	COc1ccccc1-c1cc(NCc2ccccc2)ncn1	-2.8%	?	-0.3%	-4.4%	i	13.3%	-1.7%	-0.5%[9.22 µM]	i	-1.6%	i
31	O=C(CSc1nnc(-c2cccnc2)n1-c1ccccc1)Nc1ccc2c(c1)OCO2	-3.4%	?	-1.5%	-2.0%	i	-7.9%	2.1%	4.5%	i	0.0%	i
32	CCCNC(=O)CS(=O)Cc1nc(-c2ccccc2C)oc1C (stereo not drawn)	-0.7%	4.8%[11.4 µM]	-0.2%	0.8%	.	.	-0.8%	.	.	5.7%	.
33	COc1nc(N2CCCC2)nc(-n2cc(-c3ccccc3)nn2)n1	-0.9%	?	-2.5%	-0.2%	i	3.7%	-1.8%	0.1%	i	2.8%	i
34	CCc1ccccc1-n1c(SCC(=O)N2CCCC2)nnc1-c1ccccn1	-1.1%	4.1%	-2.9%	1.1%	i	30.3%[activator]	0.0%	-0.9%	i	6.5%	i
35	CCN(CC)C(=O)CN(Cc1ccccc1)S(=O)(=O)c1ccc(F)cc1	-0.2%	27.1%	-1.9%	-1.0%	.	5.7%	-0.3%	-1.8%	.	-8.7%	.
36	CS(=O)(=O)c1ccc2nc(NC(=O)C3C4C=CC(C4)C3C(=O)O)sc2c1 (stereo not drawn)	-0.9%	8.6%	-1.6%	1.2%	i	7.6%	0.7%	4.7%	i	0.6%	i
37	COC(=O)C1C(C(C)C)N(c2ccccc2)OC1(C)O (stereo not drawn)	1.0%	-1.6%	-0.8%	-0.2%	.	-2.0%	0.2%	-2.0%	.	4.2%	.
38	COc1ccc(NC(=O)CSc2nnc(Cc3cccn3C)n2-c2ccc(C)cc2)cc1OC	0.4%	5.6%	0.3%	-2.4%	i	24.7%	0.7%	-2.2%	i	5.4%	i
39	CCOC(=O)C1CCN(C(=O)COc2ccc(S(=O)(=O)NC(C)C)cc2)CC1	1.4%	2.7%	1.0%	-6.7%	i	5.8%	-0.4%	2.1%	i	-4.4%	i
40	COc1ccccc1Cn1nnc2c(=O)[nH]c(C3CCN(C(=O)c4ccc(C)cc4)CC3)nc21	-2.5%	1.7%	11.4%	-0.2%	?	58.8%[activator]	-1.9%	0.0%	?	-0.3%	i
41	O=C1C2=CC[C@H]3C(=O)N(Cc4ccccc4)C(=O)[C@@H]3[C@@H]2[C@H](O)[C@@H]2O[C@H]12	-9.5%[11.5 µM]	7.2%[11.4 µM]	-2.9%[15.4 µM]	-7.7%[11.5 µM]	.	.	0.4%[15.4 µM]	.	.	.	.
42	Cc1cccn2c(=O)c3cc(C(=O)N4COCC4(C)C)n(C)c3nc12	-7.2%	-0.2%	-2.1%	-8.4%	9.68e-07M*	8.0%	1.6%	0.0%	9e-07M*	-2.4%	i
43	COc1ccc(-n2c(=O)c(-c3ccc(F)cc3)nc3cncnc32)cc1	-9.8%	15.2%	-2.7%	-7.4%	i	33.6%[activator]	-1.2%	2.2%[9.22 µM]	i	-2.0%	?

# From PubChem BioAssay
